TcdB GH inh: inhibitors of Clostridioides difficile toxin B glycohydrolase; P18177; hit rate 0.24% among 350,000; inhibition, % at 9.99 µM; TcdB glycohydrolase enzymatic assay, plate reader; in the data active means inhibition above about 10%
Y pestis TopoI: inhibitors of Yersinia pestis topoisomerase I | Y. pestis Topo-I cleavage product accumulation, plate reader | activity, % at 10 µM | hit rate 0.064% among 360,000 | AID 504884; in the data active means activity above about 50%, passing the limit was not always enough; inconclusive means no clear call, values can overlap the other calls; further: inactives centre near 2
PrPC TRFRET: reduces human prion protein on the cell surface; P04156; cell surface PrPC, TR-FRET read-out; inhibition, % at 13.8 µM; hit rate 0.43% among 370,000; AID 720596; in the data active means inhibition above about 24%; further: 0% = median of the test wells and 100% = reference compound wells
PriA SSB inh: K. pneumoniae PriA-SSBct interaction inhibition; AlphaScreen SSBct-PriA binding, biotinylated peptide; inhibition, % at 33 µM; hit rate 0.6% among 430,000; in the data active means inhibition mostly above about 37%, no sharp cut-off; inactive means mostly below about 20%;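 further: plate controls were negative control peptide for no effect and reference peptide for full effect; strong numbers were not always called active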
SARS 3CLpro inh: SARS-CoV 3CLpro protease inhibition | hit rate 0.14% among 290,000 | recombinant SARS-CoV 3CLpro, quenched FRET peptide cleavage | AID 1706 | inhibition, % at 6 µM | P0C6X7; in the data active means inhibition above about 12%
BoNT A protease: blocks Botulinum neurotoxin A light chain protease; AID 588499; multiplex microsphere protease substrate cleavage, flow cytometry; hit rate 0.17% among 360,000; inhibition, % at 10 µM; further: plate controls were buffer without enzyme for full effect and enzyme alone for no effect
BH1578 lux ind: inducers of Vibrio cholerae quorum light production without autoinducers. activation, % at 18.7 µM. AID 588436. V. cholerae BH1578 lux reporter, luminescence, 6 h. hit rate 0.16% among 350,000; in the data active means activation mostly above about 9.7%, no sharp cut-off; inconclusive means no clear call, values can overlap the other calls; inactive means mostly below about 3.7%; further: not every result past the cut was called active; inactives centre near 0; reference of the scale not given here
Anthrax LF prot: blocks Bacillus anthracis lethal factor protease; P15917; multiplex microsphere protease cleavage assay, LF; inhibition, % at 10 µM; hit rate 0.12% among 360,000; further: plate controls were buffer without enzyme for full effect and enzyme alone for no effect
Target sequence (P15917 whole entry, looked up): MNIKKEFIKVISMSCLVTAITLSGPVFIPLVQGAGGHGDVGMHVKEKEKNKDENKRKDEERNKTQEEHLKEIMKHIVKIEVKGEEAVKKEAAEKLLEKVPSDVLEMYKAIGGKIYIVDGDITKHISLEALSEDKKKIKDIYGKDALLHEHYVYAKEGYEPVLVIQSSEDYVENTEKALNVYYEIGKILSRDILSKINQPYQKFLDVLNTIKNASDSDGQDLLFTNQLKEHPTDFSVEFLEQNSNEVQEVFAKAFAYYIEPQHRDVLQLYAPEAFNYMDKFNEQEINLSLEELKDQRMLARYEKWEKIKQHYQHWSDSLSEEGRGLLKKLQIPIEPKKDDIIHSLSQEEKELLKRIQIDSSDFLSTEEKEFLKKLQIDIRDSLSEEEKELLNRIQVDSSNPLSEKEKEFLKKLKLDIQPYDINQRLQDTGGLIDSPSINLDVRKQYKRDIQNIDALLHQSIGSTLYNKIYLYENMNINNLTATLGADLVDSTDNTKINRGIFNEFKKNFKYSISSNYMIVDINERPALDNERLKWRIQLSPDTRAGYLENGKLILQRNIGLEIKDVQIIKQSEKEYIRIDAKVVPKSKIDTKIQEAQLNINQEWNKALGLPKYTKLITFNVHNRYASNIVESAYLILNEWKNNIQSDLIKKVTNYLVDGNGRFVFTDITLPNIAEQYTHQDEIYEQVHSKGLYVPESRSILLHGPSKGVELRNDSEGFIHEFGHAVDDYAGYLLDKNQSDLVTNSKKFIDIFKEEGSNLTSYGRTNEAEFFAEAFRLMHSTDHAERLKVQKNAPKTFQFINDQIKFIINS
PfHsp40 yeast: compounds rescuing yeast from Plasmodium falciparum HSP40 toxicity. growth rescue, % at 12.5 µM. AID 504582. S. cerevisiae expressing PfHsp40, growth rescue, ATP luminescence. hit rate 0.68% among 340,000; in the data active means growth rescue above about 28%, passing the limit was not always enough; inconclusive means no clear call, values can overlap the other calls;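 further: yeast W303a lacking pdr1 and pdr3 grown in galactose medium; growth measured after three days at 30 °C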
An asterisk follows results filed as active; i = inactive; ? = inconclusive; · = no result given; & = joins results of further samples. Unless noted, no stated cut-off is given here; in the data, active means inhibition above about 30%; inconclusive means no clear call, values can overlap the other calls; inactive means below that. Only part of the results is shown. The share of hits here may be higher or lower than overall.

Start of the data: the first four compounds as a preview:
SMILES | TcdB GH inh | Y pestis TopoI | PrPC TRFRET | PriA SSB inh | SARS 3CLpro inh | BoNT A protease | BH1578 lux ind | Anthrax LF prot | PfHsp40 yeast
Cc1cc(C)c2nc(N3CCC(C(=O)NCCCN4CCCCC4)CC3)sc2c1 | · | -3 | -14 | -9 | 3 | -1.3 | i | -1 | 0.5
COc1cccc(-c2cnc3c(NC=O)cc(-c4cc(C)c(O)c(C)c4)cn23)c1 | 0.7 | -2 | -2 | · | · | 0.5 | -0.5 | -5 | ·
Cc1cc2ccc3ccccc3c2cc1CN(C)C | 3.2 | -6 | -3 | 8 | 3 | -0.1 | -0.7 | 1 | 0.0
COc1ccccc1N(CC(=O)NC1CCCCC1)C(=O)c1cnn(C(C)C)c1 | · | 3 | 6 | -7 | -2 | 2.9 | 1.0 | -2 | -0.1

Main list, from the first entry:
SMILES | TcdB GH inh | Y pestis TopoI | PrPC TRFRET | PriA SSB inh | SARS 3CLpro inh | BoNT A protease | BH1578 lux ind | Anthrax LF prot | PfHsp40 yeast
Cc1cc(C)c2nc(N3CCC(C(=O)NCCCN4CCCCC4)CC3)sc2c1 | · | -3 | -14 | -9 | 3 | -1.3 | i | -1 | 0.5
COc1cccc(-c2cnc3c(NC=O)cc(-c4cc(C)c(O)c(C)c4)cn23)c1 | 0.7 | -2 | -2 | · | · | 0.5 | -0.5 | -5 | ·
Cc1cc2ccc3ccccc3c2cc1CN(C)C | 3.2 | -6 | -3 | 8 | 3 | -0.1 | -0.7 | 1 | 0.0
COc1ccccc1N(CC(=O)NC1CCCCC1)C(=O)c1cnn(C(C)C)c1 | · | 3 | 6 | -7 | -2 | 2.9 | 1.0 | -2 | -0.1
COC(=O)c1ccsc1NC(=O)CN1C(=O)CCC1=O | -0.5 | 4 | 5 | -5&-7 | · | -0.7 | -0.2 | 4 | -1.4
O=C(C1CCCN(Cc2cccnc2)C1)N1CCCCC1 (stereo not given) | · | -3 | -2 | -15 | -5 | -0.4 | i | -2 | -1.6
CCCn1c(NC(=O)c2ccccc2Br)nc2ccccc21 | 1.0 | 14 | 3 | 1 | 3 | -0.5 | -0.3 | -4 | 12
CCOC(=O)[C@]12CCCC=C1N(Cc1cccc3ccccc13)C(=O)[C@H](CC(=O)NCCCOC)C2 | 3.3 | · | 7 | · | · | 0.1 | · | 4 | ·
CC1(c2ccc(Cl)c(Cl)c2)NC(=S)N2C1NC(=S)N2c1ccccc1 (stereo not given) | · | -7 | -5 | 6 | -2 | -0.9 | i | -5 | -0.1
COc1ccc(S(=O)(=O)N2CCC(C(=O)N3CCCCC3)CC2)cc1OC | · | 4 | 1 | -9 | -3 | -0.9 | i | -2 | -0.4
O=C(Nc1c(Cl)cccc1Cl)C1CCN(C(=O)c2cccs2)CC1 | -1.3 | 3 | 5 | -2 | -1 | -3.6 | -0.5 | 8 | 0.6
c1ccc2c(c1)nc(Nc1ccc3c(c1)OCO3)c1nnnn12 | · | -4 | -2 | -7 | 7 | 0.7 | -1.4 | -1 | -0.3
Cc1ccc(N=Nc2ccc(N)cc2C)c(S(N)(=O)=O)c1 | 0.8 | -6 | -24 | 23 | 1 | 3.1 | -0.6 | 3 | 0.9
COc1ccc(-c2sc3cc4c(cc3c2C#CC2(N)CCCCC2)OCO4)cc1 | 1.6 | -14 | 9 | 2 | · | 1.1 | -11 | 1 | 1.9
COc1ccc(NCC(=O)Nc2ccc(Br)cc2F)c(OC)c1 | -4.9 | -3 | 6 | 0 | 4 | 0.6 | -0.4 | -10 | 0.3
Cc1c(Br)c([N+](=O)[O-])nn1CC(=O)NCCc1c[nH]c2ccccc12 | -0.7 | -9 | -5 | -4 | 7 | 0.6 | -0.4 | 0 | -0.6
c1ccc(CSc2ncn[nH]2)nc1 | -1.0 | 6 | -1 | -9 | -9 | 1.2 | i | 3 | -0.6
O=C(Nc1cc([N+](=O)[O-])ccc1N1CCOCC1)c1ccco1 | 0.5 | 3 | -5 | 9 | 5 | -0.9 | 0.2 | -6 | -0.9
CC(=O)/C(=N/Nc1ccc(Br)cc1)N1CCCc2ccccc21 | -0.5 | 4 | 9 | · | 2 | ? | -0.8 | 1 | 5.9
COc1ccccc1CNC(=O)C(=O)NCC(c1ccco1)N1CCOCC1 (stereo not given) | 1.9 | 7 | -9 | -5 | -2 | -0.6 | -2.0 | -11 | -1.3
CCOC(=O)COn1c(=O)c(-c2ccc(C)cc2)[n+]([O-])c2ccccc21 | 0.2 | 1 | -3 | -6 | -8 | -4.7 | -8.3 | 10 | 2.0
O=C(Nc1ccc2c(c1)OCO2)c1csc([C@H]2C[C@H](O)[C@@H](CO)O2)n1 | 0.2 | -2 | 14 | · | · | -0.1 | -0.7 | -1 | ·
COc1ccc(-c2ccnc(-c3ccc(O)cc3)n2)cc1 | 0.4 | 3 | 10 | -6 | -4 | 0.0 | i | -11 | -0.7
Cc1nn(C)c(C(=O)NC(=S)Nc2ccccc2Br)c1Cl | 2.0 | 4 | 6 | -13 | 6 | -3.9 | -0.3 | -4 | 1.5
OC(COc1ccc2c(c1)OCO2)CN1CCc2ccccc2C1 (stereo not given) | · | 20 | -7 | 3 | 0 | 0.0 | i | 2 | -0.1
CC(=O)c1ccc(-c2ccccc2OC(F)(F)F)o1 | 1.1 | 2 | 9 | 3 | 3 | 4.6 | -0.4 | 3 | -1.1
CC(C)Cc1nnc(NC(=O)c2ccncc2)s1 | · | 3 | 7 | -6 | 0 | 0.3 | i | -6 | -1.1
CCc1nccn1CCC(=O)N1CCCC(N2CCN(c3ccccc3C)CC2)C1 (stereo not given) | 0.2 | 7 | 5 | 6 | -6 | -2.0 | i | -2 | -0.3
CCCS(=O)(=O)C(=C(Nc1ccccc1)Nc1ccccc1)S(=O)(=O)CCC | 1.4 | 3 | 3 | -7 | -4 | 1.1 | i | 0 | 0.3
CC1(C)CC(=O)C=C(c2ccccc2-c2ccc3cc[nH]c3c2)C1=O | 0.5 | -11 | -1 | · | · | -0.4 | -0.4 | -7 | ·
CCN(CC)CC(=O)NN(Cc1ccccc1)c1ccccc1 | -0.1 | 1 | -4 | -7 | -4 | -11 | -1.2 | -16 | -0.3
CCCC(=O)N(c1ccc(OCC)cc1)C1C=CS(=O)(=O)C1 (stereo not given) | · | -6 | -7 | 0 | 1 | 0.0 | i | -4 | -1.3
COc1cc(/C=C2\Oc3ccc(C#Cc4ccc(O)cc4)cc3C2=O)cc(OC)c1 | 1.3 | -9 | · | -11 | · | 0.7 | -1.3 | 2 | -1.5
Cn1c(CCC(=O)OCC(=O)NCc2ccc3c(c2)OCO3)nc(=O)c2ccccc21 | 1.3 | -10 | -5 | 10 | -2 | 0.4 | i | 2 | 1.0
CCC(CC)C(=O)Nc1cccc(C(=O)Nc2ccc3c(c2)OCO3)c1 | 0.2 | -2 | -2 | 10 | -2 | ? | -0.1 | -1 | 0.4
CCN(CC)CC(=O)NC1CCCc2c1cnn2-c1cc(F)cc(F)c1 (stereo not given) | -4.1 | 1 | 5 | 1 | 1 | -1.8 | -0.9 | -2 | -1.5
COc1ccc(C(=O)COC(=O)c2cc(S(=O)(=O)NCc3ccccc3)ccc2O)cc1 | -0.8 | -4 | 3 | -5 | 3 | 0.0 | 1.6 | -2 | -0.6
COCCN(C(=O)COC(=O)c1ccc(Cl)nc1)c1c(N)n(Cc2ccccc2)c(=O)[nH]c1=O | 0.6 | 7 | -2 | -15 | · | -1.2 | -2.0 | 0 | 0.0
O=C(O)CSc1nc(-c2ccc(Cl)cc2)nc2c1oc1ccccc12 | 0.3 | 9 | -7 | -5 | 2 | 0.0 | -0.2 | 0 | 348*
CCc1ccc(NC(=O)CSc2nnc(Cc3cccn3C)n2-c2ccc(OC)cc2)cc1 | 2.0 | 3 | 2 | -11 | -5 | -0.4 | -0.2 | 2 | 1.2
C=CCn1c(SCC(=O)Nc2ccccc2)nc2scc(-c3cccs3)c2c1=O | · | 12 | -12 | -1 | 1 | 0.2 | -0.2 | -1 | -0.1
CC1CCN(Cc2c(O)ccc3c2O/C(=C\c2ccco2)C3=O)CC1 | · | 0 | · | 13 | -1 | 1.3 | 2.0 | -1 | -1.6
Cc1cc(C)cc(NC(=O)Cn2cc(C=O)c3ccccc32)c1 | 5.5 | 4 | 10 | 1 | 1 | 0.0 | -0.8 | -13 | -0.5
O=C(Nc1cc(C(F)(F)F)ccc1Cl)c1ccc(NC(=O)C(F)(F)F)cc1 | · | 0 | 3 | 6 | -2 | 3.4 | -0.6 | -1 | -0.4
COc1cccc(NC(=O)c2nc(S(C)(=O)=O)ncc2Cl)c1 | 3.1 | -8 | 83* | 0 | 3 | 3.0 | i | 0 | 12
Cc1cccc(NC(=O)CSCC(=O)Nc2ccccc2N2CCCC2)c1 | -4.0 | 24 | 11 | -15 | 5 | 5.6 | -0.1 | -2 | 0.5
CC(NC(=O)COC(=O)Cc1ccsc1)c1ccccc1 (stereo not given) | 0.8 | -4 | 6 | 9 | 4 | 0.1 | -0.1 | -3 | -2.9
COc1ccccc1C(=O)NCC(=O)NCCCN1CCOCC1 | 0.9 | 0 | -6 | -6 | · | 0.6 | i | -12 | -0.3
Cc1cc2c(cc1S(=O)(=O)NCCc1ccc(Cl)cc1)OCC(=O)N2 | 1.6 | 0 | -2 | -5 | 2 | 0.3 | -0.2 | -9 | 0.2
CCOc1ccc(NC(=O)CN(C)C(=O)c2ccc(NC3CC3)c([N+](=O)[O-])c2)cc1OCC | -5.1 | 28 | -32 | 10 | · | -2.2 | -0.6 | -3 | 5.3
CC(=O)Nc1ccc(S(=O)(=O)NC2(C(F)(F)F)NC(=O)N(c3ccc(C)cc3)C2=O)cc1 (stereo not given) | -1.1 | 4 | 1 | -11 | 1 | 0.6 | i | -2 | -0.7
CCNc1nc(N)nc(Oc2ccc(OCCOc3ccc(Cl)cc3Cl)nn2)n1 | 0.8 | 7 | -22 | -1 | -4 | -0.4 | 1.6 | -1 | 0.7
CCOCCCNC(=O)N[C@H](C(=O)OC)C(C)CC (stereo not given in full) | 0.3 | -9 | 2 | -5 | -2 | 0.0 | -0.3 | 0 | 0.1
COc1ccccc1Oc1cc(-n2nc(C)cc2C)ncn1 | · | -3 | 6 | -7 | -5 | -0.2 | -0.2 | 1 | 0.0
CCOC(=O)c1ccc2[nH]c(-c3ccc(S(=O)(=O)F)cc3)cc(=O)c2c1 | -5.6 | -1 | 11 | -10 | 0 | 0.6 | i | -2 | 1.2
C(=N\Nc1ncnc2sc3c(c12)CCC3)/c1cccs1 | · | 5 | 24 | · | 5 | -2.8 | -0.4 | 0 | -1.2
COc1ccccc1-c1cccc(-c2nc(C(=O)N3CCCCC3)cc3c2[C@H](CCO)N(S(=O)C(C)(C)C)C3)c1 (stereo not given in full) | 1.1 | · | 3 | · | · | 0.1 | · | 1 | ·
COc1cccc(OC)c1C(=O)NC(C)c1ccccc1 (stereo not given) | · | -4 | 6 | -19 | 3 | -0.6 | -0.2 | 3 | -0.1
Cc1ccccc1N1CC(C(=O)N2CC(C)CC(C)C2)CC1=O (stereo not given) | 1.4 | 3 | -2 | 27 | · | 0.9 | 12 | 4 | -1.1
COCC(=O)Nc1nnc(-c2cccs2)s1 | · | -7 | -1 | -30 | 4 | 0.5 | -1.3 | 1 | 0.1
O=C(OCC(=O)N1CCCC1=O)C1CCN(S(=O)(=O)c2c(Cl)cccc2Cl)CC1 | 2.3 | 6 | 0 | -2 | 3 | 0.9 | i | -4 | -1.4
COc1cccc2c1C(=O)c1c(O)c3c(c(O)c1C2=O)CC(O)(C(=O)CO)CC3OC1CC(N(C)C)C(O)C(C)O1 (stereo not given) | -22 | -34 | -17 | 15 | · | 0.8 | i | -31 | 100*
O=C(CSc1nnc(-c2ccc(O)cc2)o1)Nc1ccc2c(c1)OCCO2 | · | -3 | 1 | -9 | -2 | -0.2 | · | -1 | 2.0

Source: PubChem BioAssay
